Lamin A splicing: qHTS Assay for Modulators of Lamin A Splicing; HeLa LMNA splicing GFP/RFP minigene ratio, 48 h; Potency, µM (titrated, usually from 46.1 µM), without a hit: at the highest dose ratio change, negative = inhibition, hits mostly inhibitors; 200,000 tested, 0.01% active; active = well fitted inhibition curve with a large enough effect in the signal ratio, with a control signal flat, not every such curve was filed as active; inconclusive = small, poorly fitted or top-dose-only effect, or effect the other way, or a change in a side signal; the % refers to the signal ratio; note: potency is the fitted concentration of half-maximal effect; % is set by controls: 0 for no effect and ±100 for the full control effect
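Read-out is the ratio of GFP to DsRed2 object intensity, acquired by 488 nm laser-scanning cytometry on HeLa lamin A-EGFP minigene reporter cells. Compound incubation 48 hrs at 37 °C in Opti-MEM with 2% FBS; DMSO 0.5% final.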
HTT ATP protect: qHTS Multiplex Assay to Identify Dual Action Probes in a Cell Model of Huntington: Cytoprotection (ATP); PC12 HTT-Q103 induced, cytoprotection, ATP luminescence, 40 h; Potency, µM (top dose mostly 56.4 µM), without a hit: cytoprotection (ATP increase), hits mostly activators; 230,000 tested, 0.14% active;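 note: potency is the fitted concentration of half-maximal effect; % of control where 0% means no effect; nearly all actives have a fitted effect of over 45% in size; toxic huntingtin expression switched on by the ecdysone agonist tebufenozide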
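Readout: ATPlite luminescence (ATP level). Model: stable PC12, inducible Htt exon1 Q103-GFP. Inducer: tebufenozide, 100 nM final. Compounds: dose series. No G418 in medium.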
CBFb RUNX1 block: qHTS Assay for Compounds Blocking the Interaction Between CBF-beta and RUNX1 for the Treatment of Acute Myeloid Leukemia; Runt-related transcription factor 1 (Homo sapiens) + Core-binding factor subunit beta …; AlphaScreen CBFb-His/RUNX1-biotin binding, biochemical; Potency, µM (top dose mostly 59.8 µM), for the others: at the highest dose activity, negative = inhibition, most hits filed as inhibitors; 230,000 tested, under 10 active; AID 1477, 2009; note: % of control where 0% means no effect
Target sequence (Q01196 whole entry, looked up): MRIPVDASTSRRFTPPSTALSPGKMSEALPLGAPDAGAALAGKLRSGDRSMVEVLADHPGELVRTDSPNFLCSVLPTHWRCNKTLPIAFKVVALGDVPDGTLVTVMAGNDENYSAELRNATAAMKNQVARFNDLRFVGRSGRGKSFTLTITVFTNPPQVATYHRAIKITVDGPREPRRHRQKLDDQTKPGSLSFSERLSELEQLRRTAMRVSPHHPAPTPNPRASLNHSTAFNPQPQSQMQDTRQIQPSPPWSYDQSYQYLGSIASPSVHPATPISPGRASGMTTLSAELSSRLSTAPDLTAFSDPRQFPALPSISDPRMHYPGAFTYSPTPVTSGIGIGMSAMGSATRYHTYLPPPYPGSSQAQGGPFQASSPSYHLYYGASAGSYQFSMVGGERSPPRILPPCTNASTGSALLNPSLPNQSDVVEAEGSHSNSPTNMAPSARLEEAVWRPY
Target sequence (Q13951 whole entry, looked up): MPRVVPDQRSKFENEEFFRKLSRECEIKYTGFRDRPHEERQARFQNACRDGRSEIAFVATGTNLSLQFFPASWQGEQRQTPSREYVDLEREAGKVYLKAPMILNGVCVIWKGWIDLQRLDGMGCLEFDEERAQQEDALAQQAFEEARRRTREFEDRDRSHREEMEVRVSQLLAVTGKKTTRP
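His-tagged CBF-beta and biotinylated RUNX1 (30 nM each) were premixed 20 min at room temperature, exposed to compound for 15 min, then given nickel-chelate and streptavidin AlphaScreen beads (50 ng each). After 90 min, AlphaScreen signal was read.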
HttQ103 aggreg: qHTS Multiplex Assay to Identify Dual Action Probes in a Cell Model of Huntington: Aggregate Formation (GFP); Potency, µM (highest dose often 46.1 µM), inactives show at the highest dose activity change, negative = inhibition, actives largely listed as inhibitors; 220,000 tested, 1.1% active; PC12 HttQ103-GFP aggregates, Acumen cytometry, 40 h; note: potency is the fitted concentration of half-maximal effect; % is set by controls: 0 for no effect and ±100 for the full control effect; nearly all actives have a fitted effect of over 60% in size
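Aggregate formation scored by laser-scanning cytometer (488 excitation, 500–530 emission) in lysed PC12 cells expressing Q103-GFP after 100 nM tebufenozide induction; library tested in dose series, with ATPLite reagent added in the multiplex.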
Luc counter: Counterscreen for Luciferase (Kinase-Glo TM) Inhibition; Luciferin 4-monooxygenase (Photuris pensylvanica), Q27757; Kinase-Glo luciferase, ATP luminescence, 8 min; Potency, µM (highest dose often 38.3 µM), for inactives: at the top dose activity change, negative = inhibition, usual class: inhibitors; 200,000 tested, 0.28% active; note: potency is the fitted concentration of half-maximal effect; % is set by controls: 0 for no effect and ±100 for the full control effect; nearly all actives have a fitted effect of over 60% in size
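Kinase-Glo luciferase light output from ATP and luciferin was measured with 10 uM ATP, within the enzyme's linear range. Buffer: 50 mM imidazole pH 7.2, 50 mM KCl, 7 mM MgCl2, 0.01% Tween 20, 0.05% BSA; luminescence read after 8 min at ambient temperature.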
IMPase Li inh: qHTS Assay for Identifying the Cell-Membrane Permeable IMPase Inhibitors: Potentiation with Lithium; CHO-M1 cells, IP1 TR-FRET (IP-One), carbachol + lithium; Potency, µM (highest dose often 59.4 µM), for inactives: at the highest dose activity, negative = IMPase inhibition, usual class: inhibitors; 210,000 tested, 0.35% active; AID 1457, 2008;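 note: IP1 builds up when IMPase is blocked and the TR-FRET signal falls; potency is the fitted concentration of half-maximal effect; plate controls were basal vehicle for no effect and high inhibitor control for full effect; nearly all actives have a fitted effect of over 50% in size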
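CHO cells stably expressing M1 receptor (2000/well) were cultured 16–30 h, then exposed to compounds with a small lithium addition for 30 min at 37C. IP1 was measured by TR-FRET competition; AC50 from Hill fits.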
SMN2 splice enh: qHTS Assay for Enhancers of SMN2 Splice Variant Expression; HEK293 SMN2-luciferase splicing reporter, luminescence, 30-36 h; Potency, µM (doses to about 46.1 µM), without a hit: top-dose activity change, positive = activation, most hits filed as activators; 210,000 tested, 2.8% active; AID 1458, 2008; note: potency is the fitted concentration of half-maximal effect; % of control where 0% means no effect; nearly all actives have a fitted effect of over 55% in size
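HEK293 cells carry an SMN2 minigene-luciferase reporter in which exon 7 inclusion puts luciferase in frame. Cells were seeded at 2000 cells/well, attached for 10-12 hours, then exposed to compounds for 30-36 hours at 37C before ONE-Glo luminescence.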
Numbers without * were called inactive; ? = inconclusive; · = not tested or not shown; [ ] = dose if it differs, or a comment. Unless noted, calls come from the whole dose curve; as a rule, active = well fitted curve in the direction sought with a large enough effect; inconclusive = small, poorly fitted or top-dose-only effect, or another doubt; inactive = no such curve, though single readings can be large; an effect the other way counts as inactive or inconclusive. No enrichment for hits; any-hit rate near 4%.

Results follow in this order: SMN2 splice enh	Lamin A splicing	CBFb RUNX1 block	IMPase Li inh	HttQ103 aggreg	Luc counter	HTT ATP protect
- O=C(OCc1cc2ccccc2[nH]c1=O)c1ccco1
  -4%	-14%	-5%	27%[38.3 µM]	2%	2%	6%[0.074 µM]
- CCCCOc1ncnc2c1[nH]c1ccc(OCC)cc12
  -20%	8%	7%	-13%[38.3 µM]	1%	-6%	-23%
- Cn1c(NCc2ccco2)nc2c1c(=O)n(Cc1ccc(Cl)cc1Cl)c(=O)n2C
  -10%	-1%	-6%	34%[activator][38.3 µM]	-13%	5%	-21%[0.074 µM]
- O=C1CC(Cc2ccccc2)C(=O)N1CCCn1ccnc1 (stereo not given)
  0%	-1%	4%	6%	-6%	6%	21%[10 µM]
- Cc1cccc(OCc2n[nH]c(=S)n2C2CCCCC2)c1
  -3%	?	18%	3%	-4%	-3%	9%[10 µM]
- COc1cc(OC)cc(C(=O)NC(=S)Nc2nnn(C)n2)c1
  ·	·	-6%	·	11%[9.22 µM]	·	-4%[10 µM]
- O=C(OC1CCCCC1=O)c1cc(Cl)ccc1[N+](=O)[O-] (stereo not given)
  2%	7%[46 µM]	-9%	2%	4%	1%	-1%
- O=C(CSc1ncnc2c1cnn2Cc1ccccc1)Nc1ccc2c(c1)OCCO2
  -9%	-19%	11%	17%[38.3 µM]	-2%	1%	-4%[0.074 µM]
- CC(=O)Nc1ccc(S(=O)(=O)Nc2nc3ccccc3nc2N2CCCC2)cc1
  0%	4%	4%	24%[38.3 µM]	5%	-4%	23%[1.9 µM]
- O=C(CNC(=O)c1ccccc1)Nc1ccsc1C(=O)O
  ·	·	0%	-6%	-16%	6%	-6%
- Cc1oc(S(=O)(=O)N(C)C)cc1C(=O)Nc1ccc(F)cc1
  ·	16%[46 µM]	2%	·	-6%[9.22 µM]	·	-14%[10 µM]
- COc1cccc(C2C(C#N)=C(N)Oc3c2oc(CO)cc3=O)c1 (stereo not given)
  15%	-4%	-6%	2%	26%	0%	5%[10 µM]
- CCOc1ccccc1NC(=O)Cc1c(F)cccc1Cl
  -6%	-1%	4%	6%	-2%	3%	-11%[10 µM]
- COc1ccc2c(CC(=O)Nc3ccc(OC)c(S(=O)(=O)N4CCOCC4)c3)coc2c1
  3%	-9%	-3%	-5%	21%	-4%	-7%[1.9 µM]
- Cc1ccsc1/C=C1\SC(N2CCOCC2)=NC1=O
  -3%	-3%	0%	11%[38.3 µM]	-11%	13µM*	-27%
- COc1ccc(Br)cc1C(=O)Nc1cccc(C)c1
  -9%	-1%	5%	25%[38.3 µM]	-20%[9.22 µM]	2%	4%
- CCC(C)[C@H](NC(=O)N1CCN(C)CC1)C(=O)OC (stereo not given in full)
  3%	-9%	3%	5%	0%	4%	6%[10 µM]
- Cc1cc(=O)oc2cc(OCC(=O)OCC(=O)N(C)C3CCS(=O)(=O)C3)ccc12 (stereo not given)
  ·	·	-4%	·	-19%[9.22 µM]	·	-1%[10 µM]
- COC(=O)c1ccc(NC(=O)Nc2ccc(OC)cc2)cc1
  19%	6%[46 µM]	2%	3%	-7%[9.22 µM]	2%	2%[10 µM]
- COc1ccccc1-c1cn[nH]c(=S)n1
  -6%	1%	4%	8%	31%	3%	-17%[0.074 µM]
- O=C(CN1CCN(c2ccc(F)cc2)CC1)N1N=CCC1c1ccccc1 (stereo not given)
  -13%	10%	0%	19%[38.3 µM]	-7%	-7%	-1%
- COc1cccc(NC(=S)N(CCc2c(C)[nH]c3ccccc23)Cc2ccco2)c1
  ?	?	2%[2.36 µM]	16%	-1%	2%	·
- CC1(C)CC(=O)C2=C(C1)Nc1[nH]c(=S)[nH]c(=O)c1C2c1ccccc1 (stereo not given)
  2%	4%	2%	?	25%	9%	5%
- C=CCc1ccc(OCCCN2CCCC(C)C2)c(OC)c1 (stereo not given)
  2%	9%	2%	56%[activator][38.3 µM]	-2%	-3%	-10%
- CCOc1ccc(-n2c(O)cc(=O)[nH]c2=O)cc1
  ·	·	-1%	·	6%[9.22 µM]	·	-9%[10 µM]
- CC1(C)CC(NC(=O)Nc2ccc([N+](=O)[O-])cc2)CC(C)(C)N1
  9%	-8%[46 µM]	3%	16%	24%	4%	30%[10 µM]
- CCOc1ccc2[nH]c(=O)c(C(c3nnnn3C3CCCCC3)N3CCN(CC)CC3)cc2c1 (stereo not given)
  14%	?	6%	23%[38.3 µM]	12%	-3%	-5%
- CCCCOC(=O)Nc1nnc(CC)s1
  14%	-6%	1%	15%[38.3 µM]	-1%	-3%	-5%
- Cc1ccc(C(=O)Nc2c(C(=O)NCc3ccco3)cnn2-c2ccccc2)cc1
  10%	-9%	2%	1%[38.3 µM]	-26%	-1%	-32%
- Cc1csc(NC(=O)/C=C/c2ccc3c(c2)OCO3)n1
  13µM*	?	1%	7%	9%	-6%	1%[0.074 µM]
- Cc1ccc(Nc2nc3ccccc3o2)cc1F
  ?	3%	3%	32%[activator][38.3 µM]	-12%[9.22 µM]	-15%	-10%
- Cc1ccc(S(=O)(=O)N(C)C)cc1NC(=O)COc1ccc(-c2nnco2)cc1
  ·	·	5%	·	0%[9.22 µM]	·	2%[10 µM]
- CCOc1cc2c(cc1OCC)C(C(=O)O)C(c1cc(OC)c(OC)c(OC)c1)N(C)C2=O (stereo not given)
  ?	11%	-2%	-6%[38.3 µM]	22%	3%	-12%
- CC1(C)CC(=O)C2=C(C1)N(CCN1CCOCC1)C1=C(C(=O)CC(C)(C)C1)C2c1ccc(Cl)c([N+](=O)[O-])c1
  -6%	-2%[46 µM]	-3%	1%	-14%	1%	-52%
- CC(C)CCn1c(SCc2ccc(Cl)cc2)nc2c1c(=O)[nH]c(=O)n2C
  -18%	?	12%	-11%[38.3 µM]	10%	-2%	-42%[inhibitor]
- Cc1ccc(C)c(N2CCN(S(=O)(=O)c3cccc4cccnc34)CC2)c1
  -37%	?	9%	11%	-27%	0%	-22%
- O=C(CNCc1ccc(Cl)cc1)Nc1cccc(C(=O)O)c1
  -10%	·	-1%	-10%	-12%	2%	?
- Cn1c(=O)[nH]c2sc3c(c2c1=O)CC(C)(C)OC3
  3%	3%	-3%	35%[activator][38.3 µM]	-7%	-3%	5%
- COC(=O)c1sc(SC)nc1N
  ·	·	6%	·	8%[9.22 µM]	·	26%[10 µM]
- Cc1c(NC(=O)c2ccc(Br)o2)cccc1C(=O)O
  ?	3%	-6%	20%[38.3 µM]	8%	-4%	11%

One compound at a time (already shown). Order of screens: SMN2 splice enh, Lamin A splicing, CBFb RUNX1 block, IMPase Li inh, HttQ103 aggreg, Luc counter, HTT ATP protect
`Cn1c(=O)[nH]c2sc3c(c2c1=O)CC(C)(C)OC3` reads 3%, 3%, -3%, 35%[activator][38.3 µM], -7%, -3%, 5%
`CCOc1cc2c(cc1OCC)C(C(=O)O)C(c1cc(OC)c(OC)c(OC)c1)N(C)C2=O` (stereo not given) reads ?, 11%, -2%, -6%[38.3 µM], 22%, 3%, -12%

Other results follow:
Results follow in this order: SMN2 splice enh	Lamin A splicing	CBFb RUNX1 block	IMPase Li inh	HttQ103 aggreg	Luc counter	HTT ATP protect
- Cc1ccc(CCNC(=O)NC(C)(C)C)cc1
  3.5µM*	-1%	4%	21%[38.3 µM]	-17%	2%	-11%
- CC(=O)c1csc(CS(=O)(=O)c2ccccn2)n1
  ·	·	6%	·	-15%[9.22 µM]	·	5%[10 µM]
- O=C(Nc1ccccc1[N+](=O)[O-])C1(c2ccccc2)CCOCC1
  -8%	1%[46 µM]	-9%	11%	10%	0%	-33%[inhibitor]
- CCCCCn1c(N)c(-c2nc3ccccc3o2)c2c([N+](=O)[O-])nn(CC)c(=O)c21
  17%	-13%	-1%	18%	15%	1%	-14%[10 µM]
- CCOC(=O)CSc1ccc(S(=O)(=O)N(C)C2CCCCC2)cc1[N+](=O)[O-]
  ·	0%	-15%	31%[activator][38.3 µM]	14%	-3%	4%
- O=C(Nc1ccccc1)c1cccc(S(=O)(=O)Oc2ccc([N+](=O)[O-])cc2)c1
  6%	?	-12%	6%	19%	2%	·
- Cc1ccc(C)c(N2CCN(C(=O)c3ccc(Cn4c(=O)[nH]c5ccccc5c4=O)cc3)CC2)c1
  -8%	?	-12%	13%[38.3 µM]	?	-2%	-80%[inhibitor]
- COc1ccc2c(c1)O[C@@H](c1cccc(C(F)(F)F)c1)[C@H](OC(=O)NCCOc1ccccc1)C2=O
  -1%	·	20%	13%	·	2%	·
- Cc1c(/C=N/NC(N)=O)c2ccccn2c1C(=O)c1ccncc1
  ·	·	-4%	·	-1%[9.22 µM]	·	15%[10 µM]
- Cc1ccc(Nc2nc(CSc3nnc(-c4ccncc4)n3-c3ccccc3C)cs2)cc1
  -43%[inhibitor]	?	?	13%	?	-1%	·
- CCOc1ccc(C(C)NC(=S)NCc2ccc(Cl)cc2)cc1 (stereo not given)
  -31%[inhibitor]	·	1%	13%	13%	1%	?
- Cc1ccc(NC2Nc3cc(C)nn3S2)c(C)c1 (stereo not given)
  ·	-1%[46 µM]	-3%	-4%	-15%	5%	-16%
- CC(CCc1ccccc1)NC(=O)COc1ccc(S(=O)(=O)N2CCOCC2)cc1[N+](=O)[O-] (stereo not given)
  -33%[inhibitor]	?	-19%	4%	20%	-2%	44%[10 µM]
- NC(N)=NC1=NC(=O)C(Cc2ccccc2Cl)S1 (stereo not given)
  ·	2%[46 µM]	0%	·	-4%[9.22 µM]	·	5%[10 µM]
- O=C(NCCc1ccccc1)c1ccc(-c2ccccc2C(F)(F)F)o1
  9%	?	-8%[2.36 µM]	11%	1%	-1%	·
- C=CCn1c(O)c(N=NC(=O)CNC(=O)/C=C/c2ccc(OC)cc2)c2ccccc21
  ·	·	-2%	·	-9%[9.22 µM]	·	18%[10 µM]
